Assay outcomes from PubChem.
AHR act – AHR activators, primary screen, cell-based, luminescence, luciferase reporter, human; activation, % at 5 µM; 320,000 compounds, 2.5% hits; AID 2796, 2010; AHR-responsive luciferase reporter cells; Aryl hydrocarbon receptor (Homo sapiens), P35869; in the data active means activation above about 47%;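 further: 0% = vehicle wells and 100% = reference agonist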
LAP4 TOR yeast – modulators of LAP4-GFP expression in yeast, primary screen, S. cerevisiae, multiplex flow cytometry, MLPCN library; 320,000 compounds, 0.34% hits; 3 h; median GFP as percent of DMSO wells; GFP response vs DMSO, % at 10 µM;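 active means GFP response vs DMSO above a set limit, about the screen mean plus 3 SD, cut at about 150% in these data; inconclusive means under 70 cell events counted for the yeast strain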
AGP1-GFP MLPCN – modulators of AGP1-GFP expression in yeast TOR pathway, primary screen, cell-based, multiplex flow cytometry, S. cerevisiae, MLPCN library; 3 h; GFP as percent of DMSO wells; AID 2066, 2009; 320,000 compounds, 0.02% hits; GFP response vs DMSO, % at 10 µM;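 active means GFP response relative to DMSO above a set limit, near screen average plus 3 SD, cut at about 150% in these data; inconclusive means fewer than 70 cells counted for the yeast strain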;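 further: median GFP channel fluorescence of the gated AGP1 strain per well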
proCasp7 act – procaspase-7 activators, primary screen, counter-screen for procaspase-3 activator project, biochemical, absorbance, HTS, human | Caspase-7 (Homo sapiens), P55210 | recombinant procaspase-7, Ac-DEVD-pNA absorbance 405 nm; D23A/D198A/D206A triple mutant, cannot self-cleave; scale: DMSO 0, 5 µM enzyme 100 | activation, % at 8.5 µM | 330,000 compounds, 0.093% hits | AID 463210, 2010;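 active means percent activation above the screen-wide mean plus 3 SD, cut at about 25% in these data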
Target sequence (P55210 whole entry D23A/D198A/D206A): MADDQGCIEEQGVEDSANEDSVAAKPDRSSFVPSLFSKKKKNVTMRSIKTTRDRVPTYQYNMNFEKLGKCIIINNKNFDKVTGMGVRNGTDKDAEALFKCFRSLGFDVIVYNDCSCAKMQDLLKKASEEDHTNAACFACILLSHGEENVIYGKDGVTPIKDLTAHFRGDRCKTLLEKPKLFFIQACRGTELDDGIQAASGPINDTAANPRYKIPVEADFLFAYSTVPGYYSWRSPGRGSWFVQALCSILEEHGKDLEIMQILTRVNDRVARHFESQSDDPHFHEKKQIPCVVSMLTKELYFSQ
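Material: Procaspase-7 triple mutant (PC-7 D3A) | Quantity: 2 µM procaspase-7 mutant as dispensed | Reagent: DEVD-pNA substrate | Times: 1 h preincubation, 2 h reaction | Technique: 405 nm absorbance of p-nitroaniline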
MEP2 TOR yeast – modulators of MEP2-GFP levels in yeast, primary screen, S. cerevisiae, multiplex flow cytometry, MLPCN library | GFP response vs DMSO, % at 10 µM | 330,000 compounds, 0.51% hits | S. cerevisiae MEP2-GFP strain, 3 h; 100% = DMSO control level;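 active means GFP response versus DMSO above a set limit, roughly screen mean plus 3 SD, cut at about 180% in these data; inconclusive means fewer than 70 cells counted for a yeast strain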;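 further: median GFP fluorescence of the barcode-gated MEP2-GFP cells per well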
CIT2 TOR yeast – modulators of CIT2-GFP expression in yeast, primary screen, S. cerevisiae, GFP fusion, multiplex flow cytometry, MLPCN library | GFP response vs DMSO, % at 10 µM | S. cerevisiae CIT2-GFP strain, 3 h; 100 means same as DMSO wells | 320,000 compounds, 0.065% hits;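 active means GFP response relative to DMSO above a set limit, near the screen mean plus 3 SD, cut at about 150% in these data; inconclusive means Fewer than 70 cells measured for a yeast strain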;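 further: ratio of well median GFP fluorescence to mean of DMSO wells on the plate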
proCasp3 act – activators of human procaspase-3 D3A mutant, primary screen, biochemical, absorbance, PC-3 D3A mutant, single concentration; Caspase-3 (Homo sapiens), P42574; recombinant procaspase-3 D3A, Ac-DEVD-pNA absorbance 405 nm; activation, % at 8.5 µM; 330,000 compounds, 0.11% hits;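 active means activation above the mean of all tested compounds plus 3 SD, cut at about 21% in these data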;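 further: 0% = DMSO alone and 100% = DMSO wells spiked with extra 5 µM PC-3 D3A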
Target sequence (P42574 whole entry D9A/D28A/D175A): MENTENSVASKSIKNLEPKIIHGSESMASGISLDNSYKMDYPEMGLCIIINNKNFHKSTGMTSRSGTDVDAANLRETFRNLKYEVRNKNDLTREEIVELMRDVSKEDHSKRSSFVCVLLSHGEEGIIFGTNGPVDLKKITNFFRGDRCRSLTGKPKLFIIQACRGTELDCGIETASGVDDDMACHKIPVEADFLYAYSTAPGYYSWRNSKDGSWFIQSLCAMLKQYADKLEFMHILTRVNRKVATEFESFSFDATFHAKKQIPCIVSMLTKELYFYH
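System: Procaspase-3 D3A mutant. Medium: Zinc-free 300 mM NaCl, 50 mM HEPES, 0.01% Triton X-100. Schedule: 1 h preincubation plus 2 h reaction at 25 °C. Measured by: 405 nm absorbance of p-nitroaniline, reads at 0 and 120 min. Read-out: percent activation relative to control range.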
RPL19A TOR yeast – RPL19A-GFP expression modulators in yeast, primary screen, cell-based, S. cerevisiae, multiplex flow cytometry, MLPCN. S. cerevisiae RPL19A-GFP strain, 3 h; active compounds read low. 330,000 compounds, 0.3% hits. percent response vs DMSO, % at 10 µM. AID 2025, 2009;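 active means percent response vs DMSO below 50%; inconclusive means fewer than 70 events counted for the yeast strain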;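 further: median channel GFP fluorescence of the barcoded RPL19A-GFP strain; ratio of sample median GFP to plate DMSO average so 100% = DMSO; lower means less RPL19A-GFP as with rapamycin TOR inhibition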
The depositor's hits bear a star; ? = inconclusive; . = not tested or not shown; [ ] = dose if it differs, or a comment. The order is random. Share with any hit: about 3.5%.

SMILES	AHR act	LAP4 TOR yeast	AGP1-GFP MLPCN	proCasp7 act	MEP2 TOR yeast	CIT2 TOR yeast	proCasp3 act	RPL19A TOR yeast
CC(C)CN(C(=O)c1cccc(S(=O)(=O)N2CCN(c3ccc(F)cc3)CC2)c1)C1CCS(=O)(=O)C1 (configuration not stated)	0	107	109	-2	98	108	-1	96
Cc1occc1-c1nnc(SCC(=O)c2c(N)n(Cc3ccccc3)c(=O)n(C)c2=O)n1C	2	97	103	-3	98	94	-2	99
COc1ccc(NC(=O)c2cc(S(=O)(=O)N3CCCCC3)c[nH]2)cc1	27	97	98	5	104	103	6	97
COc1ccc(/C=N/NC(=O)c2ccc(COc3cccc4cccnc34)cc2)cc1OC	8	88	92	8	97	.	-2	94
CCCOC(=O)c1c(-c2ccc(OC)cc2)oc2ccc(-c3ccc(OC)nc3)cc12	-2	88	95	10	87	95	9	94
CCOC(=O)c1cc2c(ccn2C)n1CC(=O)N1CCCC(C)C1 (configuration not stated)	2	?	?	0	?	?	5	?
N#C/C(=C\c1ccc(O)c([N+](=O)[O-])c1)C(=O)NCc1ccccc1	0	83	76	-7	104	86	-9	91
O=C(Cn1nc(C(=O)O)c2ccccc2c1=O)Nc1cc(Cl)ccc1-n1cncn1	1	90	97	-2	96	95	6	95
COc1ccc(-c2csc3ncnc(N4CCN(c5cccc(OC)c5)CC4)c23)cc1	2	93	94	3	101	93	-8	101
CCN(CC)S(=O)(=O)c1ccc(S(=O)(=O)N2CCC(C(=O)NC3CCN(Cc4ccccc4)CC3)CC2)cc1	1	93	98	5	103	98	3	102
COc1ccc(CC2NCCC3=CC(=O)CCC32)cc1O (configuration not stated)	4	106	90	0	92	101	3	98
CC(=O)Nc1ccc(NC(=O)CSCCc2ccccn2)cc1	1	98	95	6	103	94	2	92
Cc1nn(-c2ccccn2)c(N)c1N=O	7	111	102	0	98	95	-5	95
O=C(c1cccc(S(=O)(=O)N2CCCC2)c1)N1CCN(c2ncccn2)CC1	3	92	97	2	92	115	-4	101
Cc1cc(NC(=O)CSc2nnc(N)s2)c([N+](=O)[O-])cc1C	0	95	96	4	102	107	5	106
COc1ccc2[nH]c(O)c(N=NC(=O)c3ccc(NS(=O)(=O)c4cccs4)cc3)c2c1	8	123	112	-6	110	107	1	109
CCCc1nc2nc(C)c(NS(=O)(=O)c3ccc(C4CCCCC4)cc3)c(=O)n2[nH]1	-2	87	91	-7	98	94	9	91
CN(C(=O)CSc1nc(N)c2c3c(sc2n1)CSC(C)(C)C3)c1ccccc1	36	107	104	-1	122	109	8	104
Nc1ccc(N2CCN(CCCCN3C(=O)C4CCCN4C3=O)CC2)cc1 (configuration not stated)	-3	87	95	-3	90	94	5	97
O=C(NCC(c1ccc(F)cc1)N1CCOCC1)c1cccnc1Sc1ccc(Cl)cc1 (configuration not stated)	-1	107	105	1	96	97	2	99
CCOc1ccc(N(C)C(=O)CCc2nnc3ccc(N4CCOCC4)nn23)cc1	2	94	97	-8	101	96	-2	98
COc1ccc(N2CCN(CCNC(=O)Nc3ccc(C)cc3Cl)CC2)cc1	6	55[may fluoresce violet]	?	2	400*[may fluoresce violet]	?	1	28*[may fluoresce violet]
CCC1=NN(C(=O)Cc2ccc(OC)cc2)C(O)(C(F)(F)F)C1 (configuration not stated)	2	92	102	7	99	98	3	98
CC(=O)N1CCC(=O)N(C(C)C)c2ccccc21	1	88	90	-1	92	103	0	91
O=C(Oc1cccc(-n2cnnn2)c1)c1ccccc1	1	111	107	3	96	91	-1	99
Cc1ccccc1COc1ccc(/C=N/NC(=O)c2nnn(-c3nonc3N)c2CN2CCC(C)CC2)cc1	0	97	99	1	102	100	6	97
COc1ccc(C(=O)Cc2cc(OC)c(OC)cc2[N+](=O)[O-])c(OC)c1	6	101	94	5	106	98	2	93
Cc1ccc(C(=O)N2CCN(c3ccc(NC(=O)c4cccs4)cc3)CC2)cc1	-4	118	98	4	110	102	-6	101
CCCOc1ccc(Cc2nn3c(=O)/c(=C/c4ccco4)sc3nc2=O)cc1	1	94	102	-3	103	99	-5	101
Nn1c(SCC(=O)Nc2ccc(OC(F)F)cc2)nnc(Cc2ccccc2)c1=O	5	97	100	5	99	94	3	93
COCCCNc1nc2c(c(=O)n(Cc3ccc(F)cc3)c(=O)n2C)n1C	7	89	98	9	98	100	1	101
CC(=O)c1ccc(N2CCN(CC(O)c3ccccc3)CC2)cc1 (configuration not stated)	1	94	104	5	108	108	-3	104
CC(C)c1ccc(NS(=O)(=O)c2ccc(Cl)nc2)cc1	-4	103	103	2	99	94	-1	104
CCCCCCn1cc(C(=O)O)c(=O)c2ccccc21	4	?	?	-5	?	?	-1	91[may fluoresce violet]
COc1ccccc1C(=O)Nc1ccnn1C1CCN(Cc2csc(C(C)=O)c2)CC1	3	91	92	-5	109	95	4	96
CN(C)/N=C1\CCS(=O)(=O)c2sccc21	1	99	90	6	84	82	-1	96
COc1ccc2[nH]cc(CCNS(=O)(=O)Cc3ccccc3)c2c1	10	109	99	-12	102	100	-3	93
O=C(O)CSCC(=O)NC1CCCc2ccccc21 (configuration not stated)	-3	104	96	-11	95	90	0	97
Cc1nn(-c2ccccc2)c(Cl)c1C(=O)OC(C)C(=O)NC(=O)NC1CCCCC1 (configuration not stated)	-1	99	94	-4	120	99	3	93
Cc1ccccc1OCc1nc2ccccc2n1C	6	110	94	14	91	100	5	98

Not a retest: entries from further up.
SMILES	AHR act	LAP4 TOR yeast	AGP1-GFP MLPCN	proCasp7 act	MEP2 TOR yeast	CIT2 TOR yeast	proCasp3 act	RPL19A TOR yeast
Cc1nn(-c2ccccc2)c(Cl)c1C(=O)OC(C)C(=O)NC(=O)NC1CCCCC1 (configuration not stated)	-1	99	94	-4	120	99	3	93
Cc1ccccc1OCc1nc2ccccc2n1C	6	110	94	14	91	100	5	98

(continued)
SMILES	AHR act	LAP4 TOR yeast	AGP1-GFP MLPCN	proCasp7 act	MEP2 TOR yeast	CIT2 TOR yeast	proCasp3 act	RPL19A TOR yeast
N#CCc1c(C#N)c(N)nc(N2CCN(S(=O)(=O)c3ccccc3)CC2)c1C#N	0	100	92	7	95	99	-4	90
COCCCn1nnnc1SCC(=O)Nc1nc(C)c(C)s1	30	94	100	8	99	92	4	98
COc1ccc(N(C(=O)c2ccco2)S(=O)(=O)c2cccc([N+](=O)[O-])c2)cc1	2	99	99	11	99	92	15	98
CC(NC(=O)Cc1ccc(NS(=O)(=O)c2cccc(C(F)(F)F)c2)cc1)c1ccccn1 (configuration not stated)	3	100	93	6	95	86	-2	93
O=C(Cc1ccccc1F)Nc1nc(-c2ccc(F)c(F)c2)cs1	-14	125	97	3	103	94	8	101
CC(C)(C)c1ccc(C(=O)NNC(=O)c2ccccc2Br)cc1	-1	109	104	12	109	100	-1	100
C/C(=N\NC(=O)CCC(=O)NCc1ccccc1)c1ccc([N+](=O)[O-])cc1	0	97	100	4	110	106	1	102
COc1ccc(NC(=O)c2cccc(OC(F)F)c2)cc1Cl	49*	113	83	-4	108	84	0	97
O=C(O)C1=C[C@H](c2ccc3c(c2)OCO3)C[C@H](OCc2ccc(CO)cc2)O1	0	141	89	-8	89	106	-8	101
Cc1cc(C)c(OCC(=O)OCC(=O)NCC2CCCCC2)c(C)c1	-1	107	105	2	96	96	12	99
Cc1nn(-c2ccccn2)c2c1C(c1ccsc1)C1=C(CCCC1=O)N2 (configuration not stated)	-1	97	94	-7	95	95	-2	95
Cc1cc([N+](=O)[O-])nn1CC(=O)NCCCN1CCOCC1	0	92	101	2	107	104	-3	94
O=C(CN1CCCCCCC1)N/N=C/c1ccc(F)cc1F	12	94	106	0	107	102	-8	107
O=C(Nc1ccc(F)cc1)C1CCN(c2nnnn2-c2ccccc2)CC1	-2	111	106	4	137	113	-1	101
Cc1cc(-c2ccc(C)c(S(=O)(=O)Nc3cc(C)on3)c2)on1	0	94	98	8	98	96	8	98
NC(=O)c1ccc(NC(=O)COC(=O)/C=C/c2ccc3c(c2)OCO3)cc1	2	108	96	-3	102	86	3	94
COc1ccc2[nH]c(C(=O)NCc3ccccc3)c(C)c2c1	-3	109	104	7	118	104	6	104
CC1CCCCC1NC(=O)CSc1ccc([N+](=O)[O-])cc1 (configuration not stated)	-1	97	103	-2	96	98	15	99
COc1ccc(-n2c(Cc3cccn3C)nnc2SCC(=O)Nc2ccc3c(c2)OCCO3)cc1	0	103	109	10	116	109	10	109
CCCc1nnc2c(N(C)S(=O)(=O)c3ccc(C)cc3)nc3ccccc3n12	18	96	95	-6	102	101	0	102
CC1(C)SC(=S)N(NC(=O)Nc2cccc3ccccc23)C1N(O)C(=O)Nc1ccccc1 (configuration not stated)	11	101	101	-2	105	100	-1	102
O=C(O)c1cnn(-c2ccccc2)c1-c1ccncc1	-1	99	94	-3	123	111	5	99
Cc1ccc(CNC(=O)CCNS(=O)(=O)c2ccc3c(c2)c(=O)n(C)c(=O)n3C)cc1	-1	100	110	6	105	100	1	101
CN(CC(=O)Nc1cccc(F)c1)C(=O)c1cccc(S(=O)(=O)N2CC3(C)CC2CC(C)(C)C3)c1 (configuration not stated)	0	98	104	-5	101	96	-9	99
Cc1cccc(C)c1OCc1cc(C(=O)N2CCN(C3CCCC3)CC2)no1	3	83	82	12	100	99	-5	102
CCCCCn1cnc2sc(-c3ccccc3)cc2c1=O	-8	122	105	10	119	105	1	108
CCCCCCCCCCOC(=O)NC1CCS(=O)(=O)C1 (configuration not stated)	0	114	100	14	100	100	11	98
CCn1cc(C(=O)NCc2ccco2)c(=O)c2cc(S(=O)(=O)N3CCc4ccccc4C3)ccc21	3	95	99	-17	93	94	-3	98
COc1cc(Cl)ccc1OCc1cc(C(=O)N2CC[C@@H]3CCCC[C@H]3C2)no1	6	102	101	-13	101	103	-4	97
O=C(Cc1nc2ccccc2[nH]1)c1ccc(Cl)cc1	20	112	96	0	111	91	7	101
CC(C)c1ccc2c(c1)C(N1CCNCC1)Cc1ccc(F)cc1S2 (configuration not stated)	-2	100	94	0	89	102	-3	93
CCN(CC(=O)Nc1ccc2c(c1)OCCO2)C(=O)c1ccc(C(F)(F)F)cc1	-2	107	102	2	105	100	-2	98
CC1CCc2nn(CC(=O)NCc3ccc4c(c3)OCO4)cc2C1 (configuration not stated)	0	107	109	5	106	100	8	99
